Arrestin-AP2 inh: inhibitors of human beta-arrestin and AP2 interaction; FITC-arrestin peptide / GST-AP2 beads, flow cytometry; AP2 beta2 appendage carries R879A mutation; inhibition, % at 10 µM; 340,000 tested, 0.31% active;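 active = inhibition above a set limit, near 3 SD of compounds lacking own fluorescence, cut at about 54% in these data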;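 note: plate controls were DMSO wells for no effect and 5 µM unlabelled arrestin peptide for full effect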
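System: GST-AP2 R879A glutathione beads; medium: PBS, Tween 20 0.05%, BSA 0.1%; reagent: fluorescein-tagged arrestin peptide at 50 nM final; schedule: pre-incubation 12 min, peptide binding 1 h, room temperature; detection: flow cytometry, FL1 (488/535 nm); read-out: inhibition as reduced fluorescein signal on beads, percent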
Cardiac RTF inh: cardiac RTF calcium desensitization; P19429+P45379; IANBD-labeled cardiac RTF, Ca2+ fluorescence; inhibition, % at 7.15 µM; 340,000 tested, 0.12% active;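 active = inhibition above the mean inhibition of all tested compounds plus 3 SD, cut at about 17% in these data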;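 note: assay run at fixed EC70 calcium of 1.6 mM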
C-LANA FP: inhibitors of KSHV LANA C-terminal domain DNA binding; MBP-C-LANA/FAM-LBS DNA binding, fluorescence polarization; inhibition, % at 9 µM; 340,000 tested, 0.078% active; AID 504423;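 active = highest replicate inhibition at or above 60% at 9 µM, even if other replicates fall short; inactive = all replicates below 60% inhibition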;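 note: 0% = neutral control wells and 100% = 4 µM acridine orange control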
SR-BI DiI inh: mouse SR-BI HDL lipid transfer inhibition | AID 488896 | inhibition, % at 12.5 µM | 320,000 tested, 0.96% active | Q61009 | ldlA[mSR-BI] CHO cells, DiI-HDL uptake fluorescence, 3 h;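 active = mean replicate inhibition of at least 70% and a set share of replicates each scoring 70 or more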;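 note: 0% = median of neutral control wells and 100% = median of positive control wells; values of inactives mirror those of a sister screen read the other way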
Target sequence (Q61009 whole entry, looked up): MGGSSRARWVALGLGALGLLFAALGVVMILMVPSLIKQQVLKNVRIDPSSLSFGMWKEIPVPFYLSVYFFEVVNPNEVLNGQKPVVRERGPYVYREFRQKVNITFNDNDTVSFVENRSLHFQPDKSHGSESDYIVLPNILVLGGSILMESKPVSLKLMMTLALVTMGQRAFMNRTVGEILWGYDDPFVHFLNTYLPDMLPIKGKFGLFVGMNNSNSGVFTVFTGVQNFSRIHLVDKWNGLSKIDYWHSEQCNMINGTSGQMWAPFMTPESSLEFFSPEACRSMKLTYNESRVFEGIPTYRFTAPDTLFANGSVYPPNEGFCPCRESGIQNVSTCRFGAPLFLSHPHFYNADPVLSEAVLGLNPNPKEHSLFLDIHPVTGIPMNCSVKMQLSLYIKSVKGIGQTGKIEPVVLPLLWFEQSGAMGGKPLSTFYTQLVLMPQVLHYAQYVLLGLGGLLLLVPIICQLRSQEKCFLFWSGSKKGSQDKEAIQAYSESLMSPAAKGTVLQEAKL
PvdQ inh: blocks Pseudomonas aeruginosa PvdQ acylase activity; purified PvdQ acylase, fluorescence plate reader; inhibition, % at 10 µM; 340,000 tested, 0.063% active; AID 488965; in the data active = inhibition above about 30%, passing the limit was not always enough;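 note: 0% = vehicle neutral wells and 100% = reference inhibitor wells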
DAGLB inhibitor: diacylglycerol lipase beta (human) inhibition. AID 504411. inhibition, % at 5.17 µM. 340,000 tested, 0.059% active. HEK293T DAGLB membrane lysate, EnzChek fluorogenic substrate. Q8NCG7; in the data active = inhibition above about 34%;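 note: 0% = enzyme with vehicle and 100% = wells lacking enzyme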
Keap1 Nrf2 FP: Keap1-Nrf2 (human) interaction inhibition; Keap1 Kelch-Nrf2 peptide fluorescence polarization, 1536-well; inhibition, % at 9.4 µM; 340,000 tested, 0.15% active; in the data active = inhibition above about 12%;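 note: human Keap1 Kelch domain with fluorescein labeled Nrf2 9mer peptide probe; 0% = neutral control wells and 100% = peptide positive control; higher means more block of Keap1 binding to Nrf2 peptide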
SR-BI uptake up: activators of SR-BI mediated HDL lipid uptake; CHO ldlA[mSR-BI] cells, DiI-HDL uptake fluorescence, 3 h; 100 = double the neutral-control signal; activation, % at 12.5 µM; 320,000 tested, 0.096% active;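 active = mean replicate activation of at least 60% and every replicate at or above 60%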;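 note: 0% = median plate neutral-control signal and 100% = twice that signal; values of inactives mirror those of a sister screen read the other way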
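Assay system: LDL receptor-deficient CHO ldlA cells overexpressing murine SR-BI / Medium: BSA-supplemented, HEPES-buffered Ham's F12, pH 7.4 / Probe or stimulus: DiI-labelled HDL at 10 µg/mL final / Timing: compound with DiI-HDL co-incubation, 3 h at 37 °C / Technique: bottom-read cell fluorescence after medium removal, ex 550/em 595 nm / Measure: HDL uptake via cellular fluorescence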
PKA-R2B act: activators of human PKA-R2B complex; P22694+P31323; PKA-R2B holoenzyme dissociation, Cy5-IP20 fluorescence polarization; R2B truncated from residue 108, S112A mutant; 0% DMSO only, 100% 113 µM cGMP; activation, % at 11.4 µM; 340,000 tested, 0.079% active; AID 504700;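 active = activation above a cutoff set at the mean over all compounds plus 3 SD, cut at about 18% in these data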;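 note: higher means more holoenzyme dissociation and a rise in polarization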
Target sequence (P31323 whole entry, looked up, other chains not shown, the tested form may be a part): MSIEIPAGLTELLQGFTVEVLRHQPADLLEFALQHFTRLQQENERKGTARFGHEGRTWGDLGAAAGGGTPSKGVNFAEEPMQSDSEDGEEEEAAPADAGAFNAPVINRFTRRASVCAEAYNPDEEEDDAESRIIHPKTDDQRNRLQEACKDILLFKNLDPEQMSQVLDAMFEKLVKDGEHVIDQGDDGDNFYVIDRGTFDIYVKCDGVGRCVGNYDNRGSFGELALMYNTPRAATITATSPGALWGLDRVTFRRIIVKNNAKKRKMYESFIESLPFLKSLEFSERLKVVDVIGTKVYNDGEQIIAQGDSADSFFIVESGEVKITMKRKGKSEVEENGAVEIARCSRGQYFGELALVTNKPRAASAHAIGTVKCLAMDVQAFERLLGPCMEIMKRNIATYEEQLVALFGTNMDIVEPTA
NSD2 inh: blocks human histone methyltransferase NSD2; 310,000 tested, 0.54% active; NSD2 peptide methylation, AlphaScreen, 120 min; O96028; inhibition, % at 12.5 µM; in the data active = inhibition above about 50%
Starred values were filed as active, the others as inactive; · = not tested or not shown. Rows were taken by chance; overall some 2.1% were active at least once.

SMILES	Arrestin-AP2 inh	Cardiac RTF inh	C-LANA FP	SR-BI DiI inh	PvdQ inh	DAGLB inhibitor	Keap1 Nrf2 FP	SR-BI uptake up	PKA-R2B act	NSD2 inh
Cc1ccc([N+](=O)[O-])cc1S(=O)(=O)Nc1ccc(C(=O)N2CCN(C(=O)c3ccco3)CC2)cc1	15	-5	-0.5	31	5	3	3	-31	-6	0
CN(C)CCCN(C(=O)c1ccc(S(=O)(=O)N(C)C2CCCCC2)cc1)c1nc2ccc(F)cc2s1	29	-2	-1.9	-1	1	-2	6	1	-4	11
CCCCC12CN3CC(C)(CN(C1)C31C(=O)N(C)c3ccc(C)cc31)C2=O (stereo not drawn)	6	-3	-1.2	-15	1	-2	0	15	8	-1
Cc1ccccc1N1CC2=C(C1=O)C(c1ccccc1)NC(=O)N2C (stereo not drawn)	-1	-1	0.7	-28	-12	-2	-13	28	9	-2
O=C(NCc1ccccc1)[C@@H]1C[C@H]1[C@@H](NP(=O)(c1ccccc1)c1ccccc1)c1ccccc1	4	-3	-0.4	-7	8	1	-1	7	-7	·
O=C1CCC(=O)N1CC(O)COc1ccccc1 (stereo not drawn)	0	-9	0.0	-15	-16	-1	1	15	-4	-1
CSc1nsc(SCC(=O)N2CCCc3ccccc32)n1	1	-11	-0.4	15	-14	-5	-4	-15	1	31
Cc1ccc(S(=O)(=O)c2c(C)cc(C)nc2Oc2cccc(C)c2C)cc1	6	-4	0.4	4	10	-8	2	-4	3	0
CCC1(CC)NC(=O)N(CC(=O)Nc2ccc(S(=O)(=O)N3CCOCC3)cc2)C1=O	-5	-1	-1.3	-5	-17	-1	-2	5	-10	-1
CCOC(=O)C1=C(O)/C(=C\c2ccc(O)c(OCC)c2)N=C1C	-2	-3	-4.0	22	-10	0	-10	-22	4	-1
CCn1c(SCC(N)=O)nc2c(c1=O)C1(CCCC1)Cc1ccccc1-2	-1	-6	1.4	-8	-16	-1	-6	8	7	1
CCn1nccc1C(=O)Nc1nccs1	-5	-16	-0.2	4	-8	-1	0	-4	1	6
O=c1c2ccccc2nnn1CCO	11	-9	0.1	-44	-6	1	-3	44	4	1
CCCCn1c(N)c(N(CC(C)C)C(=O)CSC(C)C(=O)Nc2cc(C)on2)c(=O)[nH]c1=O (stereo not drawn)	-1	3	·	-14	-17	0	·	14	2	-6
CN(CC(=O)Nc1ccc(Cl)c(C(F)(F)F)c1)C(=O)c1cccnc1Sc1ccccc1	40	-12	-1.0	4	-14	-3	-2	-4	-13	1
COc1ccc(NC(=O)c2ccc(S(=O)(=O)N3CCCC3)cc2)cc1OC	27	-11	-0.4	18	-4	1	0	-18	-5	-1
CCCC(CCC(=O)Nc1ccc(S(N)(=O)=O)cc1)C(=O)O (stereo not drawn)	13	-4	0.3	1	-5	3	-12	-1	-3	1
COc1ccc(OC)c(NC(=O)CSc2nnc(CNC(=O)c3cccs3)o2)c1	-13	-1	-1.1	13	-11	0	-1	-13	-7	10
CCOC(=O)C1CCN(C(=O)CCNS(=O)(=O)c2ccc3c(c2)CCN3C(=O)CC)CC1	10	-13	-0.3	6	-9	-9	-3	-6	11	-3
O=C(CC1C(=O)NCCN1Cc1cccc(Oc2ccccc2)c1)NCc1cccnc1 (stereo not drawn)	1	-5	1.7	3	-15	1	-2	-3	11	-3
CN(C)C(=O)c1ccc(NC(=O)CN2C(=O)NC3(CCCc4ccccc43)C2=O)cc1 (stereo not drawn)	1	1	-0.2	-28	-21	-1	-7	28	-2	2
OC1(c2ccc(F)cc2)CSC(=Nc2cccnc2)N1Cc1ccco1 (stereo not drawn)	0	5	-1.9	6	-14	-2	-5	-6	-9	2
CN(C)CCCn1c(=O)n(Cc2ccccc2)c(=O)c2c3c(sc21)CCCCC3	6	-7	-2.6	-29	-8	0	5	29	4	15
Cc1ccc(NCC(O)Cn2cnc3c2c(=O)n(C)c(=O)n3C)cc1 (stereo not drawn)	52	6	1.1	-11	5	-1	2	11	7	-2
CCCS(=O)(=O)N1CCN(C(=O)c2cc(OC)cc(OC)c2)CC1	0	6	0.7	-8	-13	2	-4	8	1	0
CCOc1ccc(CCNC(=O)C2CCCN(c3ncnc4c3nc3n4CCCCC3)C2)cc1 (stereo not drawn)	-9	1	-0.5	9	-13	-4	-3	-9	2	-6
CCCNS(=O)(=O)/C=C/c1ccccc1	19	3	0.1	-14	7	0	-2	14	-4	-1
O=[N+]([O-])c1ccc(Nc2ccc(F)cc2)cc1	12	5	-2.1	22	15	3	0	-22	2	5
O=C(CN1CCC(C(=O)c2ccc(F)cc2)CC1)NCc1ccccc1F	7	8	-0.1	22	-6	2	-6	-22	6	·
O=C1CCCCC1Sc1nnc(Cc2cccs2)n1CCc1ccccc1 (stereo not drawn)	-5	-6	0.5	15	-12	-1	-2	-15	-4	-2
CCC(C)NC(=O)CSc1nc2n[nH]c(C)c2c(=N)n1-c1ccc(OC)cc1 (stereo not drawn)	-1	-2	0.9	5	4	-1	-6	-5	-4	1
Clc1ccc(SCc2cc(N3CCOCC3)nc(-c3ccccn3)n2)cc1	23	-3	-0.3	14	11	-5	-1	-14	-5	2
Cn1c(=O)c2[nH]c(Nc3ccccc3)nc2n(C)c1=O	5	-3	2.7	0	-19	-1	-7	0	4	-2
C/C(N)=C(/C#N)C(=O)CSc1nc2ccccc2c(=O)n1-c1ccc(C)c(Cl)c1	3	-18	0.9	11	-8	-2	-5	-11	6	1
Cc1ccc(CN2CCN(/N=C\C(Br)=C\c3ccccc3)CC2)cc1	3	-15	0.4	-24	-1	-17	1	24	-3	·
CC(C)CC1CCCCC1OC(=O)CN1CCCCC1 (stereo not drawn)	8	-10	1.3	5	-8	-2	-3	-5	3	0
C=CCN(Cc1nc(-c2ccccc2)no1)C(=O)c1ccco1	11	6	-0.7	-7	7	-1	0	7	5	-6
COc1cccc(C(=O)N/N=C(\C)c2ccc(NC(=O)Cc3ccccc3)cc2)c1OC	-8	-10	-5.2	11	-6	0	1	-11	17	-2
COc1ccc(Nc2cc(C)nc(-n3nc(C)cc3C)n2)cc1	0	0	1.0	-12	-17	-2	-5	12	12	2
CCc1cccc(NC(=O)C2CCN(S(=O)(=O)c3cccs3)CC2)c1	-2	-9	2.6	34	-6	0	-3	-34	-2	-4
C[C@H](NC(=O)c1ccco1)C(=O)NNC(=O)c1ccc(F)cc1	-7	6	-1.6	-6	-3	2	-4	6	2	1
COc1ccc(-c2cc(C(=O)OC(C)C(=O)Nc3c(C)n(C)n(-c4ccccc4)c3=O)c3ccccc3n2)cc1 (stereo not drawn)	10	-4	2.1	39	-11	-4	-2	-39	14	-2
COc1cc(Cl)cc(C(=O)O)c1OCC(=O)O	-17	1	1.1	-15	-1	-1	4	15	-5	0
CCCc1[nH]nc2c1C(c1ccccc1OC)C(C#N)=C(N)O2 (stereo not drawn)	-6	-8	-0.1	-2	5	-2	-1	2	-5	-4
CC1CCCC(NC(=O)COC(=O)Cc2ccsc2)C1C (stereo not drawn)	9	-1	0.1	-30	-18	-3	-1	30	-12	5
COc1ccc(C(=O)N/C(=C\c2ccccc2)C(=O)N2CCOCC2)cc1	1	-12	-0.9	-6	14	0	-3	6	-3	0
O=C(CSCc1ccccc1)N/N=C/c1cc2c(cc1Br)OCO2	2	4	-0.5	-30	-11	-5	-3	30	-2	1
CC(C(=O)NC(=O)NC1CCCCC1)N1CCN(c2ccc(O)cc2)CC1 (stereo not drawn)	2	-4	0.3	-7	8	1	-2	7	-6	4
O=C(Cn1nnc(-c2ccccc2F)n1)Nc1ccc2c(c1)OCCO2	30	3	-0.5	-22	-3	-5	-3	22	-1	1
CCCCCCN[C@H]1CCC2C3CC=C4C[C@@H](O)CC[C@]4(C)C3CC[C@@]21C (stereo partly drawn)	8	-11	1.1	1	-5	2	-1	-1	-13	·
COc1ccc(S(=O)(=O)N2CCCCC2)cc1NC(=O)CN1C(=O)NC(C)(C2CC2)C1=O (stereo not drawn)	-17	-2	0.7	-31	-8	-4	1	31	-10	0
CCCCOC(=O)Nc1ccc(S(=O)(=O)Nc2ccc([N+](=O)[O-])cc2)cc1	1	-17	0.8	0	-20	6	-3	0	-15	1
O=C(N/N=C/c1ccccc1O)c1ccc2c(c1)OCO2	29	1	0.1	81*	1	1	-2	-81	4	14
CCc1nnc(NC(=O)c2n[nH]c(=O)c3ccccc23)s1	2	7	1.9	-13	-4	1	-2	13	-7	5
Cc1ccc(Nc2nnc(SCC(=O)NCCN3C(=O)CSC3=O)s2)cc1	-3	0	-1.6	-1	-17	0	-1	1	-17	-1
C/C=C(\C)C(=O)NCCN1C2=NC[C@@H](C)N2C[C@@H]1Cc1ccc(OC)cc1	2	3	0.4	-6	-14	1	-3	6	3	·
Cc1ccc(N(C(C)C(=O)O)S(=O)(=O)c2c(C)[nH]c(=O)[nH]c2=O)cc1 (stereo not drawn)	-2	-6	1.1	·	0	1	-1	·	3	·
CC(=O)c1ccccc1OC(=O)CCN1C(=O)C2C3C=CC(C4CC34)C2C1=O (stereo not drawn)	-5	-10	0.0	-43	14	-1	1	43	-16	1
COc1ccccc1C(=O)NN=C1CCN(Cc2ccccc2)CC1	-6	5	1.0	-22	-4	1	-3	22	-3	-2
COc1ccnc(Oc2cc(Cl)cc(Cl)c2)c1C#N	-1	·	1.3	3	-12	·	-3	-3	·	-2
Next section
SMILES	Arrestin-AP2 inh	Cardiac RTF inh	C-LANA FP	SR-BI DiI inh	PvdQ inh	DAGLB inhibitor	Keap1 Nrf2 FP	SR-BI uptake up	PKA-R2B act	NSD2 inh
CCOc1ccc(Cc2nnc(SCC(=O)Nc3c(C)cccc3C)[nH]c2=O)cc1	-1	-9	0.2	-7	10	3	-3	7	-18	0
COc1ccc2nc(NC(=O)c3ccc(NS(=O)(=O)c4cccs4)cc3)sc2c1	17	-1	0.6	60	2	4	-2	-60	-8	-1
CC(C)(C(=O)c1ccccc1)/[N+]([O-])=C/c1ccc(Br)cc1	3	5	3.8	-16	-4	-2	-7	16	0	-2
CC1=NOC(=O)/C1=C\c1ccc(-c2cccc(Cl)c2)o1	11	6	0.1	32	-9	28	-3	-32	2	0
COc1ccc(NC(=O)CSCc2ccccc2C)cc1	-6	2	-0.2	-25	-5	-4	-6	25	-7	-3
COc1ccc(/C=C/C(=O)OCC(=O)NCCc2ccccc2)c(OC)c1	-11	2	4.1	27	-18	-8	-2	-27	-6	0
